NTMT1 inhibitor: inhibitors of human N-terminal methyltransferase NTMT1 | Q9BV86 | NTMT1 MTase-Glo SAH luminescence, purified enzyme | Potency, µM (series often up to 114 µM), inactives show top-dose activity change, negative = inhibition, usual class: inhibitors | actives 2.5% (n = 59,000) | AID 1645870;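 further: plate controls were DMSO vehicle for no effect and no enzyme for full effect; nearly all actives have a fitted effect of over 65% in size; many of its hits are not listed in these tables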
Target sequence (Q9BV86 whole entry, looked up): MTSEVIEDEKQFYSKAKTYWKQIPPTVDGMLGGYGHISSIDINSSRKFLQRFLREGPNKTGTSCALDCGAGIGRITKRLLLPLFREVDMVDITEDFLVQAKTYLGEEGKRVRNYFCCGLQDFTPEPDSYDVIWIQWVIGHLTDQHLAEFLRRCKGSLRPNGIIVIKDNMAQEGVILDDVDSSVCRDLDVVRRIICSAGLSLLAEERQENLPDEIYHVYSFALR
FH mod: Identification of activators of human fumarate hydratase by quantitative high-throughput screening. Fumarate hydratase, mitochondrial (Homo sapiens), P07954. FH coupled MDH/diaphorase resazurin fluorescence, 15 min. Potency, µM (top dose mostly 79.9 µM), for the others: at the top dose activity change, negative = inhibition, actives largely listed as inhibitors. actives 0.22% (n = 54,000); further: the screen sought activators but most active calls are inhibition curves; nearly all actives have a fitted effect of over 45% in size
Target sequence (P07954 whole entry, looked up): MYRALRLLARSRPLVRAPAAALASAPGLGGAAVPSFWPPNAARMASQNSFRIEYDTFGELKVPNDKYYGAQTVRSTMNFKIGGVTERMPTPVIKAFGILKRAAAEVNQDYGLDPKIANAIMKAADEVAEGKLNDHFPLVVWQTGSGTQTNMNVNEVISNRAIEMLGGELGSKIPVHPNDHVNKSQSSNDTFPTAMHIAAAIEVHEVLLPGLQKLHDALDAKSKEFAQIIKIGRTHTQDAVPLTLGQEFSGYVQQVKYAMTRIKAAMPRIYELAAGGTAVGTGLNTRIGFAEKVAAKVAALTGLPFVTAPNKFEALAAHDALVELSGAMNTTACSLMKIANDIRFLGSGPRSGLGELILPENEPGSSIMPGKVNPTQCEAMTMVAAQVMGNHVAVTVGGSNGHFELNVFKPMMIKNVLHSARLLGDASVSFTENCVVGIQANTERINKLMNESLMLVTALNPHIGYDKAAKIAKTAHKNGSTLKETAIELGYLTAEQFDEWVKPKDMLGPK
An asterisk follows results filed as active; ? = inconclusive; & = joins results of further samples; ! = repeats disagree; [ ] = dose if it differs, or a comment. The call rests on the fitted dose curve; in most records, active means well fitted curve in the direction sought with a large enough effect; inconclusive means small, poorly fitted or top-dose-only effect, or another doubt; inactive means no such curve, though single readings can be large; an effect the other way counts as inactive or inconclusive. Unless noted, on the % scale 0 is the no-effect control and ±100 the full control effect; potency means the concentration at half of the fitted maximal effect. These rows are one share of the data; the hit share may differ from the screen's.

SMILES | NTMT1 inhibitor | FH mod
Cn1c2cc(S(C)=O)sc2c2cnn(Cc3cccc(N)c3)c(=O)c21 (configuration not stated) | 18.0%[57.5 µM] | -2.1%[53.3 µM]
CC/C=C/C=C/C1(C)OC(CC(CO)OC)=CC1=O (configuration not stated) | 7.7%[57.5 µM] | 1.0%
CNC(=O)[C@H](CC1=CN=C2C=CCC=C12)NC(=O)[C@@H](CC(=O)NO)CC(C)C | 10.5%[57.5 µM] | 3.7%[53.3 µM]
C=CCc1ccc(OC(C)Cc2ccc(OC)c(OC)c2)c(OC)c1 (configuration not stated) | 26.1%[29.8 µM] | -0.7%[53.3 µM]
COc1ccc2c(c1)CN(C(=O)CCN1CCC(Cc3ccccc3)CC1)CCS2 | 16.0%[29.8 µM] | ?
Cc1ccc(NS(=O)(=O)c2cc3c(cc2F)NC(=O)CC3)cc1Cl | 3.6% | -9.5%
CC1=CC(=O)CC(C)(CO[C@@H]2O[C@H](CO)[C@@H](O)[C@H](O)[C@H]2O)C1(O)/C=C/C(C)=C/C(=O)O (some centres not stated) | 1.5%[29.8 µM] | -1.6%[53.3 µM]
COCc1c(O)c(C(=O)O)c(C)c2c1OC(=O)c1c(C)cc(O)c(CO)c1O2 | ? | -11.2%[53.3 µM]
CC(=O)NCCC(=O)N[C@@H](CCC(N)=O)C(=O)N[C@@H](CO)C(=O)N[C@@H](CCC(N)=O)C(=O)N[C@@H](CCC(N)=O)C(=O)N[C@H](C(=O)N[C@@H](Cc1ccccc1)C(=O)N[C@]1(C)CCCCCCC=CCCC[C@@](C)(C(=O)N[C@@H](CCC(N)=O)C(=O)N[C@@H](CC(N)=O)C(N)=O)NC(=O)[C@H](CC(C)C)NC(=O)[C@H](CC(C)C)NC(=O)[C@@H](CCCNC(=N)N)NC(=O)[C@H](Cc2c[nH]c3ccccc23)NC(=O)[C@H](CC(C)C)NC(=O)[C@H](CC(N)=O)NC1=O)[C@H](C)O | ? | 7.8%[53.3 µM]
Cc1cc(SCc2sc(-c3ccc(C(F)(F)F)cc3)nc2C)ccc1OCC(=O)O | 79.4µM*! | -5.1%[53.3 µM]
CCCN1C[C@H](CSC)C[C@@H]2c3cccc4[nH]cc(c34)C[C@H]21 | -0.9%&-24.0%[57.5 µM] | 0.4%
O=C1CCC=CC1(O)C(=O)OCc1ccccc1O[C@@H]1O[C@H](CO)[C@@H](O)[C@H](O)[C@H]1O (some centres not stated) | ? | 5.4%[53.3 µM]
CCNC(=O)c1noc(-c2cc(C(C)C)c(O)cc2O)c1-c1ccc(CN2CCOCC2)cc1 | ? | -10.4%
CCC1(C)CC(=O)NC1=O (configuration not stated) | -12.6%[228 µM] | -6.7%&0.9%&0.0%[53.3 µM]
C=C1C(=O)O[C@@H]2C[C@H](C)[C@@H]3CC(=O)[C@H](O)[C@@]3(C)C[C@H]12 | -17.5%[57.5 µM] | 5.8%
CC(=O)OC[C@@]12[C@@H](OC(C)=O)C[C@@H](C)[C@](C)([C@@H]3C[C@H]4C=CO[C@H]4O3)[C@H]1CCC[C@]21CO1 | 14.9%[29.8 µM] | -0.2%[53.3 µM]
OC[C@H]1O[C@@H](n2cnc3c2NC=NC[C@H]3O)C[C@@H]1O | 13.5% | 0.7%
O=C(NS(=O)(=O)c1ccc(Br)s1)c1ccc(Cl)cc1Cl | -1.7%[57.5 µM] | 7.4%
C=C1CC[C@@H]2[C@](C)(CO)[C@H](O)CC[C@@]2(C)[C@@H]1C/C=C1/C(=O)OCC1OC(=O)/C(=C/CO)C(O)C[C@@H]1C(=C)CC[C@@H]2[C@](C)(CO)[C@H](O)CC[C@]21C (some centres not stated) | -6.4%[12.6 µM] | -9.8%[20.6 µM]
O=C(/C=C/c1ccc(O)cc1)OC[C@@]1(O)C=C[C@@H]2C(C(=O)O)=CO[C@@H](O[C@@H]3O[C@H](CO)[C@@H](O)[C@H](O)[C@H]3O)[C@@H]21 | -16.2%[29.8 µM] | 0.7%[53.3 µM]
CC(C)(Cc1c[nH]c2ccccc12)NCC(O)COc1ccccc1C#N (configuration not stated) | 2.3%[57.5 µM] | -7.0%[53.3 µM]
N#Cc1cnc2cnc(NCc3cccnc3)cc2c1Nc1ccc(F)c(Cl)c1 | ? | 0.4%
C=C1[C@@H](OC(C)=O)CC[C@@]2(C)[C@@H](OC(C)=O)[C@H](OC(C)=O)C3=C(C)C[C@H](OC(=O)C(C)CC)[C@@H]([C@@H](OC(C)=O)[C@H]12)C3(C)C (some centres not stated) | 12.2%[12.6 µM] | -1.3%[20.6 µM]
NCCNCCNCCN | 11.2%[57.5 µM] | 0.1%[53.3 µM]
Nc1ccc2c(c1)CN1C(=O)c3ccccc3C1=N2 | 12.6µM* | 3.2%[20.6 µM]
Cc1cc(C(=O)N2CCCCc3ccccc32)ccc1CNC(=O)N1CCC[C@H]1C(=O)N(C)C | -1.5%[57.5 µM] | 9.3%
CC(C)c1nc(N(C)S(C)(=O)=O)nc(-c2ccc(F)cc2)c1/C=C/[C@@H](O)C[C@@H](O)CC(=O)O | 15.1%[57.5 µM] | -3.2%
CC(=O)c1c(C)cc(O[C@@H]2O[C@H](CO)[C@@H](O)[C@H](O)[C@H]2O)cc1O | -7.5%[29.8 µM] | 16.4%[53.3 µM]
CN(CC(=O)N(Cc1ccc(C2CCCCC2)cc1)c1ccc(C(=O)O)cc1)S(=O)(=O)c1c(F)c(F)c(F)c(F)c1F | ? | ?
C=CC(=O)Nc1ccc2ncnc(Nc3cccc(Br)c3)c2c1 | ? | 0.1%
COc1cc(C[C@@]2(O)CO[C@@H](c3ccc(O[C@@H]4O[C@H](CO)[C@@H](O)[C@H](O)[C@H]4O)c(OC)c3)[C@H]2CO)ccc1O | -14.0%[29.8 µM] | -8.1%[53.3 µM]
C=CC(C)(O)CC/C=C(\C)C(=O)O[C@@H]1[C@@H](O)[C@H](OC(C)(C=C)CC/C=C(\C)C(=O)O)O[C@H](CO)[C@H]1OC(=O)/C(C)=C/CCC(C)(O)C=C (some centres not stated) | -12.0%[12.6 µM] | 8.5%[20.6 µM]
CCCC(=O)O[C@]1(C(=O)CC)CC[C@H]2[C@@H]3CCC4=CC(=O)CC[C@]4(C)[C@H]3[C@@H](O)C[C@@]21C | 7.0%[57.5 µM] | -4.5%[53.3 µM]
Nc1ccc(-c2cnc(N)c(-c3ccc(Cl)cc3)c2)cn1 | 6.3% | -1.0%
Cc1ccc([N+](=O)[O-])cc1S(=O)(=O)N(C)N=Cc1cnc2ccc(Br)cn12 | ? | -3.2%[53.3 µM]
C=C1C(=O)OC2C1C(O)CC1(C)C(O)CCC(C=O)C21 (configuration not stated) | 7.7%[57.5 µM] | 3.8%
CCC(=C(c1ccc(O)cc1)c1ccc(OCCNC)cc1)c1ccccc1 | 24.1µM* | -3.9%[53.3 µM]
CC(C)c1cc2c(c(O)c1O)[C@@]13CCCC(C)(C)C1[C@@H](O)[C@@H]2OC3=O (some centres not stated) | ? | -8.8%[53.3 µM]
Cn1cc(-c2cc(Oc3cc(F)c(NC(=O)C4(C(=O)Nc5ccccc5)CC4)cc3F)ccn2)cn1 | 3.6% | ?
CC[C@H](NC(=O)[C@H](CS(=O)(=O)CC1CC1)N[C@@H](c1ccc(F)cc1)C(F)(F)F)C(=O)C(=O)NC1CC1 | 11.0% | 7.0%
CC(=O)OC[C@]12[C@H](OC(C)=O)C(=O)[C@@H]3[C@@H](OC(C)=O)[C@@]14O[C@@]3(C)COC(=O)c1cccnc1[C@@H](C)[C@H](C)C(=O)O[C@@H]([C@H](O)[C@@H]2OC(C)=O)[C@]4(C)O | 5.6%[12.6 µM] | 7.7%[20.6 µM]
C=C1CC2C3(C)C(OC(C)=O)CC(=O)OC(C)(C)C3C(O)C(OC(C)=O)C2(C)C2C(=O)OC(C)C(=O)C12C (configuration not stated) | 11.4%[29.8 µM] | 5.2%[53.3 µM]
Fc1cc(-c2cccc3ncc(-c4cnn(C5CCNCC5)c4)nc23)cc(F)c1CN1CCOCC1 | 17.8µM*! | 2.5%
O=C(NO)c1ccccc1 | 20.8% | -2.9%
Clc1ccc(C2(c3ccc(-c4cn[nH]c4)cc3)CCNCC2)cc1 | -19.7% | 0.4%
N#C[C@@H]1C[C@H](F)CN1C(=O)CNC1[C@H]2CN(C(=O)c3ccc(F)cc3)C[C@@H]12 (some centres not stated) | -2.3%[57.5 µM] | 4.6%
O=[N+]([O-])c1cn2c(n1)OCC(OCc1ccc(OC(F)(F)F)cc1)C2 (configuration not stated) | -0.8%[57.5 µM] | 6.0%
C=C(CCO[C@@H]1O[C@H](CO)[C@@H](O)[C@H](O)[C@H]1O)C(=O)O | 63.8%[activator][57.5 µM] | -3.0%
COc1ccc(C(C)=O)c(O)c1 | 25.2%[57.5 µM] | 4.1%[53.3 µM]
Clc1ccc2c(c1)N=C(N1CCNCC1)c1ccccc1N2 | -24.1%[57.5 µM] | 6.0%
O=C(O)c1cc(C(F)(F)F)ccc1N1CC[C@H](OCc2ccccn2)C1 | ? | 1.3%
O=C(/C=C/c1cccnc1)c1ccncc1 | -18.7% | 3.8%
CN(C)CCn1nnnc1SCC1=C(C(=O)O)N2C(=O)[C@@H](NC(=O)Cc3csc(N)n3)[C@H]2SC1 | -21.0%[57.5 µM] | -2.6%[53.3 µM]
COc1cc(/C=C/C(=O)OC(C)(C)C(OC2OC(CO)C(O)C(O)C2O)C(=O)OCc2ccc(OC3OC(CO)C(O)C(O)C3O)cc2)ccc1O (configuration not stated) | -12.5%[12.6 µM] | 3.3%[20.6 µM]
Cc1cc(N2CCN([C@@H]3CN[C@H](C(=O)N4CCSC4)C3)CC2)n(-c2ccccc2)n1 | 6.6%[57.5 µM] | -0.9%
NC(=O)CCCCC1CCSS1 (configuration not stated) | 26.3%[57.5 µM] | 0.0%[53.3 µM]
COc1c2c(c(C)c3c1C(=O)OC3)OC1(C)CC(O)C34OC(OC)(CC(OC(C)=O)C3(C)C1C2)OC4(C)C (configuration not stated) | -14.5%[29.8 µM] | 21.1%[53.3 µM]
COc1cc2c(cc1OC)CC(=O)N(CCCN(C)C[C@H]1Cc3cc(OC)c(OC)cc31)CC2 | ? | -3.7%[53.3 µM]
COc1c2c(c(C)c3c1C(=O)OC3)OC1(C)CC(O)C34OC(OC)(OC3(C)C)C(O)CC4(C)C1C2 (configuration not stated) | 7.1%[29.8 µM] | -8.8%[53.3 µM]
CC(C)NC(=O)COc1cccc(-c2nc(Nc3ccc4[nH]ncc4c3)c3ccccc3n2)c1 | -0.9%[57.5 µM] | -9.4%

Compound profiles (already shown). Values in the order: NTMT1 inhibitor, FH mod
Entry for `O=C(NO)c1ccccc1` : 20.8%, -2.9%
Entry for `O=[N+]([O-])c1cn2c(n1)OCC(OCc1ccc(OC(F)(F)F)cc1)C2` (configuration not stated) : -0.8%[57.5 µM], 6.0%
Entry for `Clc1ccc2c(c1)N=C(N1CCNCC1)c1ccccc1N2` : -24.1%[57.5 µM], 6.0%
Entry for `CC(=O)OC[C@]12[C@H](OC(C)=O)C(=O)[C@@H]3[C@@H](OC(C)=O)[C@@]14O[C@@]3(C)COC(=O)c1cccnc1[C@@H](C)[C@H](C)C(=O)O[C@@H]([C@H](O)[C@@H]2OC(C)=O)[C@]4(C)O` : 5.6%[12.6 µM], 7.7%[20.6 µM]
Entry for `COc1cc(/C=C/C(=O)OC(C)(C)C(OC2OC(CO)C(O)C(O)C2O)C(=O)OCc2ccc(OC3OC(CO)C(O)C(O)C3O)cc2)ccc1O` (configuration not stated) : -12.5%[12.6 µM], 3.3%[20.6 µM]

Continuation:
SMILES | NTMT1 inhibitor | FH mod
Cc1cc(C)nc(NS(=O)(=O)c2ccc(N)cc2)n1 | 10.6%[57.5 µM] | 2.3%[53.3 µM]
C/C=C/C=C/C=C/C(=O)O[C@@H]1C=C2COC(=O)[C@]2(O)[C@@]2(C)CCCC(C)(C)[C@H]12 | -14.8%[29.8 µM] | -10.6%[53.3 µM]
CC(=O)OCC(Cc1ccccc1)NC(=O)C(Cc1ccccc1)NC(=O)c1ccccc1 (configuration not stated) | -5.9%[29.8 µM] | 4.5%[53.3 µM]
CN[C@@H]1[C@@H](O)[C@@H](O[C@@H]2[C@H](O)[C@H](O[C@H]3OC(CN)=CC[C@H]3N)[C@@H](N)C[C@H]2N)OCC1(C)O (some centres not stated) | -4.9%[57.5 µM] | 0.0%[53.3 µM]
C[C@]1(Cn2ccnn2)[C@H](C(=O)O)N2C(=O)C[C@H]2S1(=O)=O | -23.7%[57.5 µM] | -5.5%[53.3 µM]
CCO/C([O-])=N/c1c[n+](N2CCOCC2)no1 | 5.2%[57.5 µM] | -5.5%&2.3%[53.3 µM]
O=C1NC(=O)/C(=C\c2ccc3c(c2)OC(F)(F)O3)S1 | -1.8% | ?
CCC(Nc1ncnc2nc[nH]c12)c1nc2cccc(F)c2c(=O)n1-c1ccccc1 (configuration not stated) | 17.0%[57.5 µM] | 3.4%
O=C(NCC1(c2nc(-c3ccccc3)cs2)CCOCC1)c1cccc(-c2noc(C(F)(F)F)n2)c1 | 2.4%[57.5 µM] | -10.6%
O=C1C=CC2OC(c3ccccc3)C(O)C2O1 (configuration not stated) | 14.6%[57.5 µM] | 0.1%
CCC(C(C)O)n1ncn(-c2ccc(N3CCN(c4ccc(OCC5COC(Cn6cncn6)(c6ccc(F)cc6F)C5)cc4)CC3)cc2)c1=O (configuration not stated) | 0.3%[57.5 µM] | -6.8%

For reference, some entries already given:
SMILES | NTMT1 inhibitor | FH mod
O=C1C=CC2OC(c3ccccc3)C(O)C2O1 (configuration not stated) | 14.6%[57.5 µM] | 0.1%
CCC(C(C)O)n1ncn(-c2ccc(N3CCN(c4ccc(OCC5COC(Cn6cncn6)(c6ccc(F)cc6F)C5)cc4)CC3)cc2)c1=O (configuration not stated) | 0.3%[57.5 µM] | -6.8%

Bioassay records from PubChem BioAssay.
